# Vif-APOBEC3G blk: qHTS for Inhibitors of Vif-A3G Interactions: qHTS | HeLa A3G-eYFP + Vif (tagged APOBEC3G with the HIV-1 protein that degrades it), YFP fluorescence, overnight | AID 602310, 2012 | 0.076% of 410,000 active | Potency, µM (highest dose often 46.1 µM), without a hit: top-dose activity, negative = active, actives largely listed as inhibitors | DNA dC->dU-editing enzyme APOBEC-3G (Homo sapiens), Q9HC16;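 note: potency is the fitted concentration of half-maximal effect; % is set by controls: 0 for no effect and ±100 for the full control effect; nearly all actives have a fitted effect of over 60% in size; hits raise eYFP signal because A3G escapes Vif-driven loss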
#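 Read-out is eYFP fluorescence (Ex 488/Em 500-530) from Vif-expressing HeLa A3G-eYFP cells; more signal means A3G escaped Vif-mediated degradation. Cells plated overnight, compound pinned in, incubated overnight at 37 deg C.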
# USP1 inh: Inhibitors of USP1/UAF1: Primary Screen. recombinant USP1/UAF1, Ub-Rhodamine cleavage fluorescence. Potency, µM (series often up to 57.1 µM), for inactives: at the highest dose activity change, negative = inhibition, hits mostly inhibitors. 0.23% of 390,000 active; note: potency is the fitted concentration of half-maximal effect; % is set by controls: 0 for no effect and ±100 for the full control effect; nearly all actives have a fitted effect of over 60% in size; inactives centre near -12
#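 USP1/UAF1 complex at 1 nM was preincubated with compound for 15 min at room temperature, then Ub-Rho substrate (150nM final) was added. Fluorescence (480/540 nm) was read kinetically, 6 reads every 60 seconds.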
# RXFP1 agonist: qHTS Assay for Agonists of the Relaxin Receptor RXFP1; HEK293T-RXFP1 cAMP TR-FRET, 30 min; response scale: percent of porcine relaxin response, buffer zero; Potency, µM (top dose mostly 57.5 µM), inactives show at the top dose activation, actives largely listed as activators; 0.3% of 370,000 active; note: potency is the fitted concentration of half-maximal effect; % is set by controls: 0 for no effect and ±100 for the full control effect; nearly all actives have a fitted effect of over 60% in size; many of its hits are not listed in these tables
#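 HEK293 cells stably expressing RXFP1, treated 30 min at 37C with compounds plus PDE4 inhibitor Ro 20174; cAMP measured by HTRF TR-FRET. Normalized to buffer and 29 nM porcine relaxin; EC50 by Hill fit.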
# LDHA inh: qHTS assay for inhibitors of human lactate dehydrogenase. purified LDHA, NADH/diaphorase-resazurin fluorescence; stronger effect = lower value. activity change, % (values are at about 110 or 230 µM). 0.15% of 480,000 active. AID 1347041, 2019; in the data active = activity change below about -30%; inconclusive = mostly about -25% to -30%;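 note: plate controls were DMSO wells for no effect and wells without enzyme for full effect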
#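 Remaining NADH was detected by diaphorase (0.133 mg/mL) converting 37 µM resazurin to fluorescent resorufin, read at 0 and 20 minutes. The preceding 5-minute room-temperature reaction used 2 nM LDHA, 0.2 mM sodium pyruvate and 0.06 mM NADH at pH 7.4.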
# TrxR1 substrate: qHTS Assay for Substrates of Mammalian Selenoprotein Thioredoxin Reductase 1 (TrxR1): qHTS. Thioredoxin reductase 1, cytoplasmic (Rattus norvegicus), O89049. purified TrxR1 substrate turnover, NADPH consumption readout. Potency, µM (series often up to 114 µM), for inactives: top-dose activity change, negative = substrate turnover. 0.01% of 390,000 active. AID 588456, 2011; note: potency is the fitted concentration of half-maximal effect; % is set by controls: 0 for no effect and ±100 for the full control effect; nearly all actives have a fitted effect of over 50% in size
# Target sequence (O89049 whole entry, looked up): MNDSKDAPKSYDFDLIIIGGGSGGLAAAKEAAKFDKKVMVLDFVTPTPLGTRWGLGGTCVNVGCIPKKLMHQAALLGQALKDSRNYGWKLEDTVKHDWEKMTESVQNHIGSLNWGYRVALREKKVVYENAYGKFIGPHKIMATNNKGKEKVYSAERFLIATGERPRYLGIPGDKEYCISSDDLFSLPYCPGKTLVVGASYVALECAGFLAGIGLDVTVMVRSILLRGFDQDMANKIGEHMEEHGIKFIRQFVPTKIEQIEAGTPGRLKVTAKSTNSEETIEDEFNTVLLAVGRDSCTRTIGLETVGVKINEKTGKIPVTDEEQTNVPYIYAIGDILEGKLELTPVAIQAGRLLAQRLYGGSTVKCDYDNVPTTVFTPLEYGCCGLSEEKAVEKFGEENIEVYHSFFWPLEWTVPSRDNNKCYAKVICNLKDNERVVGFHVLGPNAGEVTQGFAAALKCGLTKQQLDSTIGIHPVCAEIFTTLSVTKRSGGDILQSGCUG
#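 Rat TrxR1, dispensed at 90 nM, was prereduced with 400 uM NADPH (final) for 5 min at ~22 deg C, then incubated with compound 15 min before 400 uM selenite. A first-read NADPH fluorescence drop versus no-compound background flagged substrates.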
# Vif-A3F inh: qHTS for Inhibitors of Vif-A3F Interactions: qHTS | 0.2% of 390,000 active | AID 602313, 2012 | HeLa A3F-eYFP + Vif (tagged APOBEC3F with the HIV-1 protein that degrades it), YFP fluorescence increase | Potency, µM (highest dose often 46.1 µM), for the others: top-dose activity, negative = active; note: potency is the fitted concentration of half-maximal effect; % of control where 0% means no effect; nearly all actives have a fitted effect of over 65% in size
#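 HeLa cells stably expressing A3F-eYFP plus Vif, plated and incubated overnight at 37 deg C, then exposed to compounds overnight at 37 deg C. Blocked degradation read as raised yellow fluorescence (Ex 488/Em 500-530).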
# GRP78 ERSR act: qHTS for Inducers of the Endoplasmic Reticulum Stress Response (ERSR) in Human Glioma: qHTS. U87-MG GRP78 promoter luciferase reporter, 16 h. Potency, µM, inactives show at the highest dose activation, most hits filed as activators. 0.02% of 420,000 active; note: potency is the fitted concentration of half-maximal effect; series mostly up to about 76 µM; % of control where 0% means no effect; nearly all actives have a fitted effect of over 35% in size
#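 Stably transfected U87-MG glioma cells carrying a GRP78-based luciferase sensor; 16 h compound incubation. Luminescence end-point read 10 min after Bright-Glo addition at room temperature.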
# IDH1 R132H inh: qHTS for Inhibitors of mutant isocitrate dehydrogenase 1 (IDH1): qHTS. Isocitrate dehydrogenase [NADP] cytoplasmic (Homo sapiens), O75874. IDH1-R132H enzyme, NADPH consumption, diaphorase/resazurin fluorescence. Potency, µM (highest dose often 76.6 µM), inactives show top-dose activity change, negative = inhibition, usual class: inhibitors. 0.093% of 390,000 active. AID 602179, 2012; note: potency is the fitted concentration of half-maximal effect; % is set by controls: 0 for no effect and ±100 for the full control effect; nearly all actives have a fitted effect of over 65% in size
# Target sequence (O75874 whole entry R132H, stated change not applied): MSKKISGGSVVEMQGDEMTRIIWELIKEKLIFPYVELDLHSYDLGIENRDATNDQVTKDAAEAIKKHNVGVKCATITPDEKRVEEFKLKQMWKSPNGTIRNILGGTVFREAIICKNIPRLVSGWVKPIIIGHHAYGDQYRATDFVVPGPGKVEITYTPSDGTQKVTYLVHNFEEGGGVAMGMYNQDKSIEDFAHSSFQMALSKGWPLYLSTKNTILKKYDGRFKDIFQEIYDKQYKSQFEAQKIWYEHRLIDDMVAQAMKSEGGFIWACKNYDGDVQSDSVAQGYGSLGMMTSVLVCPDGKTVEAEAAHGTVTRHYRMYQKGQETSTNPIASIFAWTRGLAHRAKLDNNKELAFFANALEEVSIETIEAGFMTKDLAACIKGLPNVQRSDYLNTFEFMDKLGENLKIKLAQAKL
#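 IDH1-R132H (0.5 ug/mL dispensed) in pH 7.5 Tris buffer was preincubated 30 min with compound, then given a substrate mix of 0.016 mM NADPH and 2 mM alpha-KG for 80 min at room temperature; remaining NADPH was read by diaphorase/resazurin fluorescence.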
# PI4K2A block: qHTS for small molecular inhibitors of PI4K2A; Phosphatidylinositol 4-kinase type 2-alpha (Homo sapiens), Q9BTU6; activity change, negative = inhibition, % at 76.9 µM; 0.13% of 420,000 active; purified PI4K2A, ADP-Glo luminescence, 1 h; stronger effect = lower value; AID 1346378, 2018; in the data active = activity change below about -50%; inconclusive = mostly about -30% to -49%;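 note: -100% = wells without enzyme as full effect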
#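 In this quantitative HTS, ADP production by PI4K2A was quantified luminescently after 1 h at ambient temperature; 100 microM adenosine served as plate-quality control.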
# * = called active by the depositor; ? = inconclusive; . = not tested or not shown; [ ] = remark or other dose. Unless noted, calls come from the whole dose curve; as a rule, active = well fitted curve in the direction sought with a large enough effect; inconclusive = small, poorly fitted or top-dose-only effect, or another doubt; inactive = no such curve, though single readings can be large; an effect the other way counts as inactive or inconclusive. Not all compounds are listed; rates above refer to the full screens.
No.	smiles	Vif-APOBEC3G blk	USP1 inh	RXFP1 agonist	LDHA inh	TrxR1 substrate	Vif-A3F inh	GRP78 ERSR act	IDH1 R132H inh	PI4K2A block
1	CCCCNC(=O)c1nc(C2CCN(S(=O)(=O)c3c(F)cccc3F)CC2)oc1-c1ccccc1	-4%	.	.	-10	.	.	-3%	.	0
2	Cn1c(=O)c2c(nc(CN3CCN(Cc4ccccc4)CC3)n2Cc2ccc(Cl)cc2)n(C)c1=O	-9%	-3%	1.5%	?	11%[57.1 µM]	-1%	-5%	3%	8
3	COc1cccc(C(=O)OCC(=O)Nc2nnc(-c3ccccc3)o2)c1	0%	-11%	-0.6%	-8	-2%	-23%	1%	-2%	-3
4	Cc1ccc(F)cc1NC(=O)N1c2ccccc2NC(=O)CC1C (configuration not stated)	1%	5%	-0.7%	-5	1%	4%	-3%	-3%	2
5	CN(C)c1nc(Nc2ccc(F)cc2)nc(Oc2ccc(F)cc2)n1	-3%	-13%	0.1%	-9	-1%	4%	2%	2%	-1
6	Cc1cccc(NC(=O)c2sc3nc4c(cc3c2N)CN(Cc2ccccc2)CC4)c1	-4%	-5%	4.5%	-5	8%	2%	0%	-10%	-2
7	O=S(=O)(c1ccc(Cl)c(NC(=S)Nc2ccccc2N2CCOCC2)c1)N1CCOCC1	6%	-22%	1.2%	-7	0%[57.1 µM]	1%	-1%	-7%	7
8	CCOC(=O)Cn1c(=O)c2c(nc3n2CC(C)CN3Cc2ccccc2)n(C)c1=O (configuration not stated)	-1%	-10%	0.7%	0	-8%	-25%	-2%	-12%	-2
9	CC1CCCCN1S(=O)(=O)c1ccc2[nH]c(=O)cc(C(=O)NCCc3ccc(Cl)cc3)c2c1 (configuration not stated)	1%	-17%	10%	1	4%[57.1 µM]	3%	-2%	0%	-10
10	COCCNC(=O)c1cccc(OC2CCN(Cc3cccc(C(C)=O)c3)CC2)c1	0%	-27%	-0.6%	-9	-1%	0%	-3%	3%	-1
11	CC(NC(=O)CSc1ccccc1)c1ccccc1 (configuration not stated)	0%	-18%	-1.3%	-1	6%	0%	-1%	-2%	-1
12	CC(CN1CCN(CC(C)C(=O)c2ccccc2)CC1)C(=O)c1ccccc1 (configuration not stated)	1%	-13%	.	0	-10%	-17%	-6%	6%	0
13	C=CCSc1nc2sc(-c3ccccc3)cc2c(=O)n1N	-10%	-13%	9.8%	-2	-9%[57.1 µM]	-1%	3%	10%	-1
14	O=C(NNC(=O)c1cc(Br)c(Br)s1)c1ccncc1	-2%	-13%	0.3%	-11	-2%	-3%	-3%	0%	0
15	COc1ccc(CC(=O)N/N=C/c2cccn2-c2ccc([N+](=O)[O-])cc2)cc1OC	-3%	-4%	0.7%	-2	-21%	-14%	-3%	7%	-5
16	CCOCCCNCc1ccc(OCc2ccc(F)cc2)c(OC)c1	2%	-3%	0.9%	-3	-4%[57.1 µM]	-7%	-3%	5%	-4
17	CC(=O)c1ccc(NC(=O)C(C)Sc2nnc(C3CC3)n2C2CC2)cc1 (configuration not stated)	0%	-2%	-1.5%	-7	-8%	1%	-2%	2%	1
18	O=C(CC1SCCNC1=O)NCc1ccccc1 (configuration not stated)	1%	-22%	.	0	.	-14%	-3%	3%	0
19	Cc1cccc(C(=O)NNC(=O)c2ccc(-c3ccccc3)cc2)c1	2%	-8%	-0.2%	-8	13%[57.1 µM]	5%	-2%	-1%	-8
20	NC(=Nc1ccc(N)cc1)C(N)=Nc1ccc(N)cc1	2%	-18%	6.5%	4	-6%	7%	-4%	-15%	-7
21	CCCCN(Cc1ccccc1)C(=O)CCN1C(=O)C2C3C=CC(C3)C2C1=O (configuration not stated)	0%	-11%	1.3%	-6	0%	-10%	-3%	-9%	5
22	Cc1[nH]c(=O)c(C#N)c(C)c1[N+](=O)[O-]	-1%	-12%	7.6%	-1	-5%	1%	-2%	-16%	4
23	COc1ccccc1C(=O)COC(=O)CN1C(=O)C2CC=CCC2C1=O (configuration not stated)	-1%	-23%	0.5%	0	4%[57.1 µM]	-2%	-1%	-13%	2
24	O=C(CCNC(=O)c1ccc([N+](=O)[O-])cc1)Nc1cccc(S(=O)(=O)N2CCOCC2)c1	-2%	-12%	1.0%	-1	7%	0%	0%	3%	-1
25	COc1cccc(NC(=O)CS(=O)(=O)Cc2nc(-c3ccc(C)cc3)oc2C)c1	6%	-15%	0.4%	-10	11%	-2%	-4%	-1%	-7
26	Cc1ccc(C)c(S(=O)(=O)N2CCCC2CNC(=O)C(=O)Nc2ccccc2)c1 (configuration not stated)	1%	-6%	.	-10	.	-7%	-1%	-4%	-6
27	Cc1ccc(NS(=O)(=O)c2cc3[nH]c(=O)c(=O)[nH]c3cc2C)c(C)c1	-3%	-16%	-0.4%	-8	6%[57.1 µM]	-3%	-3%	0%	-2
28	N#Cc1nc(COc2ccc(Cl)cc2)oc1N1CCCC1	0%	-11%	-0.5%	-2	-10%	-3%	-3%	6%	-2
29	CCc1nc2ccccc2n1CC(C)C(=O)O (configuration not stated)	-2%	-17%	-2.7%	-7	10%	-6%	0%	6%	0
30	O=C(CN(Cc1ccco1)C(=O)c1cc(=O)[nH]c2ccccc12)Nc1ccccc1C(F)(F)F	-7%	-3%	-1.4%	-5	2%[0.457 µM]	5%	-4%	5%	-1
31	CN(Cc1cnccn1)Cc1nc(Cc2cccc(F)c2)no1	11%	-11%	-2.9%	-10	-15%	-12%	-3%	-1%	-3
32	N#Cc1ccc(Nc2nc(-c3ccccc3)c(C(=O)c3ccccc3)s2)cc1	-2%	.	.	-3	.	.	-2%	.	0
33	CCCC12CN3CCN(CC(C3)/C1=N\NC(=O)c1ccccc1N)C2	-14%	1%	0.0%	-7	100%	-5%	0%	3%	-2
34	COC(=O)Cn1cnc2c(nnn2-c2ccc(C)cc2)c1=O	2%	-14%	0.1%	-6	8%	1%	-4%	1%	-2
35	C[C@@H](NC(=O)c1ncn2c1c(=O)[nH]c1ccc(Br)cc12)c1ccccc1	-7%	-12%	.	-3	.	0%	-3%	-7%	1
36	Cc1ccc(-c2nc(CN3CCCC(C(=O)N4CCOCC4)C3)c(C)o2)cc1 (configuration not stated)	2%	-12%	0.4%	1	4%	1%	-1%	2%	-8
37	CCCCOC(=O)Nc1ccc(C(=O)OCCC)cc1	1%	?	0.6%	0	2%	-3%	2%	3%	-2
38	N#CCSc1nnc(-c2ccc3c(c2)OCO3)o1	2%	-26%	-0.6%	3	6%[57.1 µM]	-3%	3%	3%	-2
39	COc1ccc(CCNC(=O)COC(=O)c2cccs2)cc1	-2%	-19%	-0.1%	-6	5%	-27%	-4%	9%	-10
40	CCCc1cc(=O)[nH]c(SCC(=O)NN(c2ccccc2)c2ccccc2)n1	-13%	-23%	0.1%	0	9%[57.1 µM]	1%	0%	6%	-1
41	C=CCN1CCN(C(=O)c2cc3c(s2)CCCC3)CC1	2%	-7%	2.0%	-1	-3%	0%	6%	-4%	-7
42	O=c1ccc2cc(S(=O)(=O)Nc3ccc(F)cc3)ccc2o1	-5%	-3%	0.4%	0	-6%	-1%	-5%	2%	-6
43	COc1cc(/C=N/NC(=O)c2cccc(NC(=O)c3ccccc3C)c2)ccc1O	-11%	-12%	-0.6%	-4	-1%	3%	1%	2%	-2
44	O=C(CCN1C(=O)[C@@H]2Cc3ccccc3CN2C1=O)N[C@@H](C(=O)O)c1ccccc1	-5%	-19%	0.7%	3	7%	-4%	-1%	-14%	-2
45	CC1CCCCC1NS(=O)(=O)CCNC(=O)c1ccccc1 (configuration not stated)	1%	-3%	0.8%	-6	-10%	-1%	1%	0%	1
46	O=C(CN1C(=O)NC2(CCCCC2)C1=O)NCC(=O)Nc1ccc(F)c(F)c1	-3%	0%	0.3%	-4	3%	8%	-2%	0%	-1
47	COCCCN(C(=S)NC(=O)c1ccc(C(C)(C)C)cc1)c1c(N)n(Cc2ccccc2)c(=O)[nH]c1=O	0%	0%	-2.3%	-3	-10%	-12%	-4%	3%	-1
48	COc1cc(OC)c(C(=O)OCC(=O)Nc2c(C)n(C)n(-c3ccccc3)c2=O)cc1OC	-11%	-8%	-0.8%	-3	-2%	0%	-1%	0%	8
49	COC(=O)c1ccc(-c2ccc(/C=N/NC(=O)Cc3nnc(N)s3)o2)cc1	-2%	?	0.8%	-6	28%	1%	5%	5%	-9

# Just TrxR1 substrate and IDH1 R132H inh, for some of the entries so far:
no. | compound | TrxR1 substrate | IDH1 R132H inh
47 | COCCCN(C(=S)NC(=O)c1ccc(C(C)(C)C)cc1)c1c(N)n(Cc2ccccc2)c(=O)[nH]c1=O | -10% | 3%
46 | O=C(CN1C(=O)NC2(CCCCC2)C1=O)NCC(=O)Nc1ccc(F)c(F)c1 | 3% | 0%

# High-throughput results (PubChem BioAssay)
